Tau fluor counter = counter-screen for tau fibril formation inhibitors; tau K18 P301L Alexa594 fluorescence, heparin fibrillization; Potency, µM (series often up to 57.7 µM), for the others: at the top dose activity change, negative = decrease; 280,000 tested, 0.93% active; note: potency is the fitted concentration of half-maximal effect; % is set by controls: 0 for no effect and ±100 for the full control effect; nearly all actives have a fitted effect of over 55% in size
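Human tau K18 P301L (15 uM unlabeled, 0.24 uM Alexa 594-labeled) in 100 mM sodium acetate pH 7 with 20 uM heparin, 6 hr at 37 C. ThT 30 uM added, 1 hr ambient; Alexa 594 FP and total fluorescence read at 555/632 nm.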
Epigenetic derep = epigenetic control regulation, reporter derepression; murine LDR cells, GFP reporter derepression, 30 h; Potency, µM (highest dose often 53.9 µM), for inactives: top-dose GFP activation, actives largely listed as activators; AID 1865; 280,000 tested, 0.2% active; note: potency is the fitted concentration of half-maximal effect; % of control where 0% means no effect; nearly all actives have a fitted effect of over 60% in size
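Murine LDR cells carrying a silenced, genomically integrated CMV-driven GFP reporter were exposed to compound for 30 hours at 37 C. After PBS washes, GFP-positive cells (20–120 um objects) were counted by laser-scanning microplate cytometry.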
NPSR antag = blocks cAMP signaling of the human neuropeptide S receptor; Q6W5P4; CHO-NPSR cells, cAMP TR-FRET, antagonist mode; Potency, µM (highest dose often 38.3 µM), for the others: at the highest dose activity change, negative = inhibition, usual class: inhibitors; 220,000 tested, 1% active; note: potency is the fitted concentration of half-maximal effect; % is set by controls: 0 for no effect and ±100 for the full control effect; nearly all actives have a fitted effect of over 50% in size; many of its hits are not listed in these tables
TR SRC2 fluor cs = counter-screen for TRb-SRC2 inhibitors: fluorescence interference | TRb/SRC2 Texas Red total fluorescence interference | Potency, µM (top dose mostly 106 µM), without a hit: at the top dose fluorescence change, negative = quenching | 280,000 tested, 0.29% active | AID 1479; active = well fitted curve in either direction with a large enough effect; inconclusive = small, poorly fitted or top-dose-only effect; note: potency is the fitted concentration of half-maximal effect; % is set by controls: 0 for no effect and ±100 for the full control effect
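Human TRβ ligand-binding domain (0.6 uM) and Texas Red SRC2 peptide (20 nM) in Tris buffer with 1 uM T3 and 5% DMSO were incubated with pinned compound for 5 hr at ambient temperature. Total fluorescence was computed as S + 2P (555/632 nm).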
TRb-SRC2 inh = TRbeta-SRC2 interaction inhibition; P10828; TRbeta-SRC2 peptide binding, fluorescence polarization; receptor liganded with 1 µM T3; Potency, µM (highest dose often 106 µM), for the others: at the highest dose activity change, negative = inhibition, actives largely listed as inhibitors; 280,000 tested, 0.065% active;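 note: potency is the fitted concentration of half-maximal effect; plate controls were bound peptide for no effect and peptide without receptor for full effect; nearly all actives have a fitted effect of over 50% in size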
Target sequence (P10828 whole entry, looked up): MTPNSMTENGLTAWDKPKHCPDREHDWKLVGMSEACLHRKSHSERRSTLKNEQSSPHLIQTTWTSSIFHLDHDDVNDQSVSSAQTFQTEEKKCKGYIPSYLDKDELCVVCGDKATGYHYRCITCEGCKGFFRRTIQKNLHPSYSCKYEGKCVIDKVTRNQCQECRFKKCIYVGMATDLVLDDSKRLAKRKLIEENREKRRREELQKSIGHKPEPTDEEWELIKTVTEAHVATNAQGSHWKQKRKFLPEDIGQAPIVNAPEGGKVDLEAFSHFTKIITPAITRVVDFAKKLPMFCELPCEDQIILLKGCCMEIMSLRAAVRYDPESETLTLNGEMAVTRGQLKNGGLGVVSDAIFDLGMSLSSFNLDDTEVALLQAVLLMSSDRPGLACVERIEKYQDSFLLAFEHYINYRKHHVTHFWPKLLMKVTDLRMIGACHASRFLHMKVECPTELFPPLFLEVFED
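Polarization signal, normalized between peptide-alone and full complex controls, measured compound effects on T3-liganded human TRb LBD (0.6 uM) binding 20 nM Texas Red SRC2 peptide after 5 hr.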
Tau FP inhib = blocks human tau fibril formation measured by polarization | K18 P301L tau heparin fibrillization, Alexa594 FP, 6 h | Potency, µM (doses to about 57.7 µM), for the others: at the top dose activity, negative = inhibition, actives largely listed as inhibitors | P10636 | 280,000 tested, 0.39% active; note: potency is the fitted concentration of half-maximal effect; % is set by controls: 0 for no effect and ±100 for the full control effect; nearly all actives have a fitted effect of over 55% in size
Target sequence (P10636 561-689 P618L limits assumed): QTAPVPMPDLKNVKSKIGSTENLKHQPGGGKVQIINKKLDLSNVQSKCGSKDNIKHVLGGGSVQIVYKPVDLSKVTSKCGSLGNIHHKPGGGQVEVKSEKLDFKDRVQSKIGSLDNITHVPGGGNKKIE
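Read-out: fluorescence polarization of Alexa 594-labeled tau (0.24 uM), 555 nm excitation, 632 nm emission. Mixtures held 15 uM unlabeled K18 P301L, compound and 20 uM heparin, pH 7 acetate buffer, incubated 6 hr at 37 C.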
CBFb RUNX1 block = inhibitors of human CBF-beta and RUNX1 interaction | 230,000 tested, under 10 active | Potency, µM (series often up to 59.8 µM), for inactives: at the highest dose activity, negative = inhibition, most hits filed as inhibitors | Q01196+Q13951 | AlphaScreen CBFb-His/RUNX1-biotin binding, biochemical | AID 1477; note: % of control where 0% means no effect
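Room-temperature protein-protein interaction test with 30 nM each of His-tagged CBF-beta and biotinylated RUNX1, 15 min with compound, then 90 min with nickel plus streptavidin beads. Signal read in AlphaScreen mode.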
GLA spleen mod = inhibits or activates alpha-galactosidase in human spleen homogenate; AID 2107; 240,000 tested, 0.008% active; Potency, µM (highest dose often 80 µM), without a hit: at the top dose activity change, negative = inhibition, most hits filed as inhibitors; human spleen homogenate, 4MU-alpha-Gal fluorescence, 40 min; P06280;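 note: potency is the fitted concentration of half-maximal effect; 0% = enzyme with vehicle and -100% = no enzyme basal signal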
Target sequence (P06280 32-429 limits assumed): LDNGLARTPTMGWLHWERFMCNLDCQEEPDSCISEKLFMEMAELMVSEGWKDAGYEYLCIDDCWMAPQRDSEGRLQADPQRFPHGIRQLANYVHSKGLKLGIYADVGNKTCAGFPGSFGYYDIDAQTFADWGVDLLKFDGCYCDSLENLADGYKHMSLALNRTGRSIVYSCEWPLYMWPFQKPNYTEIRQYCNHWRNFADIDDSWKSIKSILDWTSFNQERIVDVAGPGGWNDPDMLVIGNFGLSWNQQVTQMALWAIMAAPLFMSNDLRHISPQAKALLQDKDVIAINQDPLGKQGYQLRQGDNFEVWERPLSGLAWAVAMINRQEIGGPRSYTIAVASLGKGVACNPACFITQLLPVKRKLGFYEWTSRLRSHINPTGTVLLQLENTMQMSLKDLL
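Human spleen homogenate (1 ug) as enzyme source, 4-methylumbelliferyl-alpha-D-galactopyranoside 1 mM final, citrate/phosphate pH 5.0 with 0.01% Tween-20. Compounds 40 min at 37C, NaOH/glycine stop; fluorescence Ex 365/Em 440, Hill-fit AC50.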
Numbers without * were called inactive; ? = inconclusive; . = no result given; [ ] = another dose, or the depositor's remark. Unless noted, calls come from the whole dose curve; as a rule, active = well fitted curve in the direction sought with a large enough effect; inconclusive = small, poorly fitted or top-dose-only effect, or another doubt; inactive = no such curve, though single readings can be large; an effect the other way counts as inactive or inconclusive. This is a subset. The share of hits here may be higher or lower than overall.

SMILES	Tau fluor counter	Epigenetic derep	NPSR antag	TR SRC2 fluor cs	TRb-SRC2 inh	Tau FP inhib	CBFb RUNX1 block	GLA spleen mod
COC(=O)c1c(NC(=O)Cc2coc3cc(C)ccc23)sc2c1CCC2	?	0.0%	.	3.5µM*[quencher]	20%[53 µM]	-3%	.	.
COc1ccc(OCC(=O)Nc2ccc3c(c2)N(C)C(=O)c2ccccc2S3)cc1	?	0.0%	.	0%	-3%	-12%	.	.
Cc1ccc([N+](=O)[O-])c(-c2n[nH]c(=S)n2-c2cccc(Cl)c2)c1	-16%	1.9%	9%	-2%	-3%	1%	-12%	2%
O=C(COc1ccc2ccc(=O)oc2c1)N1CCc2ccccc21	-4%	-1.4%	2%	-2%	5%	-2%	10%	8%
Cc1nn(Cc2cccc(C(=O)NC3CCCCC3)c2)c(C)c1Cl	-17%	-0.3%	-16%[46.1 µM]	2%	-11%	-2%	3%	-15%
CCn1cc(/C=N/NS(=O)(=O)c2ccc(C)cc2)c(C)n1	-2%	-4.1%	-10%[46.1 µM]	1%	-20%	-6%	21%	-9%
CCOC(=O)C(=CNc1cc(C)ccc1C)C(=O)OCC	-12%	0.0%	-24%[46.1 µM]	-1%	-2%	2%	9%	-6%
O=C(CNC(=O)c1ccncc1)N/N=C/c1cc(Br)ccc1OCc1ccccc1	?	0.1%	-54%	0%	-7%	-12%	-9%	-1%
COc1ccc(CC(=O)NCc2nnc(SCCOc3ccccc3)n2C)cc1	6%	0.0%	-6%[46.1 µM]	1%	-6%	9%	4%	4%
CCOC(=O)C1=C(CS(=O)(=O)c2ccccc2)NC(=O)NC1c1ccc(OC)c(OC)c1 (stereo not given)	2%	-1.4%	-30%	-2%	-7%	3%	0%	6%
C=C(C)Cn1c(SCC(=O)N/N=C/c2ccccc2)nc2ccccc2c1=O	-19%	-1.5%	-33%	0%	3%	-7%	-1%	2%
Cc1cc(=O)oc2cc(OCC(=O)NCCCN3CCOCC3)ccc12	4%	-1.7%	-3%[46.1 µM]	1%	5%	4%	1%	-6%

A draw from above in order of molar mass, rising:
SMILES	Tau fluor counter	Epigenetic derep	NPSR antag	TR SRC2 fluor cs	TRb-SRC2 inh	Tau FP inhib	CBFb RUNX1 block	GLA spleen mod
CCOC(=O)C(=CNc1cc(C)ccc1C)C(=O)OCC	-12%	0.0%	-24%[46.1 µM]	-1%	-2%	2%	9%	-6%
Cc1nn(Cc2cccc(C(=O)NC3CCCCC3)c2)c(C)c1Cl	-17%	-0.3%	-16%[46.1 µM]	2%	-11%	-2%	3%	-15%
COc1ccc(OCC(=O)Nc2ccc3c(c2)N(C)C(=O)c2ccccc2S3)cc1	?	0.0%	.	0%	-3%	-12%	.	.
O=C(CNC(=O)c1ccncc1)N/N=C/c1cc(Br)ccc1OCc1ccccc1	?	0.1%	-54%	0%	-7%	-12%	-9%	-1%

Next structures.
SMILES	Tau fluor counter	Epigenetic derep	NPSR antag	TR SRC2 fluor cs	TRb-SRC2 inh	Tau FP inhib	CBFb RUNX1 block	GLA spleen mod
CN(Cc1cccs1)CC(O)COCc1ccco1 (stereo not given)	5%	1.3%	-5%[46.1 µM]	0%	-3%	0%	11%	-3%
Cn1c(=S)[nH]c2scc(-c3cccs3)c2c1=O	-17%	0.6%	-59%	-3%	-2%	11%	-19%	-21%
COc1ccc(S(=O)(=O)N2CCOCC2)cc1NC(=O)CSc1n[nH]c(=O)n1C1CC1	?	-0.1%	18%	3%	2%	4%	2%	4%
CCCC(C)NC(=O)CSc1nnc2ccccn12 (stereo not given)	-1%	-0.3%	10%	-1%	-4%	-3%	7%	2%
O=C(NCCOCCOCCNC(=O)c1cccnc1)c1cccnc1	-3%	-0.9%	11%[7.67 µM]	2%	-6%	-9%	-3%	1%
COC(=O)c1ccccc1NC(=O)c1cc(CN2CCOCC2)on1	-3%	0.8%	.	0%	0%	-5%	.	.
N#Cc1cccc(NC(=O)Cn2c3[n+](c4ccc(C(F)(F)F)cc42)CCCCC3)c1	5%	6.4%	8%	-1%	-1%	4%	12%	-5%
CCN(CCCNC(=O)CN(C)S(=O)(=O)c1cccc2nsnc12)c1cccc(C)c1	-21%	-1.0%	-13%[46.1 µM]	-1%	-12%	8%	-14%	3%
C=CSc1sc(Cl)c(N2CCOCC2)c1[N+](=O)[O-]	?	4.8%[10.1 µM]	-10%	-15%	-1%	-6%	-1%	7%
N=C(N)Cc1ccccc1Sc1ccccc1	-8%	-1.0%	11%	0%	-5%	2%	0%	-15%
S=c1nc(C23CC4CC(CC(C4)C2)C3)[nH][nH]1	-2%	1.1%	5%	-3%	1%	-4%	5%	-2%
Cc1cc(/C=N/N2CCN(C)CC2)c(C)n1-c1ccc(Cl)cc1	6%	0.9%	0%	1%	-2%	8%	-13%	-1%
O=C(Nc1cc(C(F)(F)F)ccc1Cl)C(NCc1ccccc1)c1ccccc1 (stereo not given)	-11%	2.2%	-53%	1%	3%	-7%	23%	1%
Cc1nn(C(C)C)c(C)c1CN1CCCC(C(=O)c2cccc(OC(C)C)c2)C1 (stereo not given)	-5%	-1.4%	23%	0%[53 µM]	1%[53 µM]	-6%	1%	-15%
Cc1cccc(C(=O)Nc2nnc(S(=O)(=O)N(C)c3ccccc3C)s2)c1	?	1.4%	.	?	-5%	3%	.	.
O=C1c2ccccc2C(=O)N1CCCn1nnc(-c2ccc(N3CCOCC3)cc2)n1	-5%	-2.2%	-14%[46.1 µM]	-1%	-7%	7%	9%	-2%
O=C(NCc1ccco1)c1noc2c1CCCC2	-10%	-1.1%	0%[46.1 µM]	-6%	4%	3%	1%	-7%
COC(=O)C(C)Sc1ccc2nnc(CCNS(=O)(=O)c3ccccc3)n2n1 (stereo not given)	5%	-4.2%	9%	-1%	-5%	8%	-8%	7%
CCCc1cc(C(=O)O)c2ccccc2n1	-4%	-1.0%	0%[46.1 µM]	-4%	-1%	-8%	3%	-2%
O=C1OCCN1C(=O)[C@H]1[C@H](c2ccccc2)C(c2ccccc2)=NN1c1ccccc1	?	0.1%	.	-4%	-1%	4%[81.3 µM]	?	17%
O=C(Nc1ccc(COc2ccccc2)cc1)c1cccc([N+](=O)[O-])c1	-22%	1.1%	6%	0%	8%	-5%	9%	-8%
CCc1c(C)c2c(C)[nH]nc2oc1=O	-5%	2.1%	-7%[46.1 µM]	-1%	-15%	-5%	2%	2%
O=C(CNC(=O)c1cccc(F)c1)N/N=C/c1cc(Br)ccc1OCc1ccccc1	-1%	0.0%	-23%	-1%	-6%	3%	6%	10%
O=C(N/N=C/C=C\c1ccc([N+](=O)[O-])cc1)c1cccnc1	-18%	0.0%	15%	-5%	-4%	-4%	-2%	-2%
Clc1ccccc1OCCn1ccnc1	2%	-0.7%	5%[46.1 µM]	-2%	1%	6%	0%	-3%
CC/C(=N\O)c1ccc(OC)c(OC)c1	-3%	-1.0%	-6%[46.1 µM]	2%	-17%	3%	-8%	5%
Cc1cccc2cc(CN(CCCO)C(=O)Nc3ccc(Cl)cc3)c(=O)[nH]c12	-1%	-1.0%	-20%	-2%	-9%	-4%	-4%	4%
O=C(Cc1ccc(Cl)c(Cl)c1)Nc1ccc(SC(F)F)cc1	-21%	-2.0%	-42%	0%	-2%	?	?	-13%
O=C1C=CC(=O)N1CCNc1ncc(C(F)(F)F)cc1Cl	5%	?	-30%	-2%	-4%	-5%	1%	1%
COc1ccc(NC(=O)c2c(NCc3sccc3C)sc3c2CCCC3)c(OC)c1	?	-0.2%	.	-7%	0%	-6%	.	.
O=C(N/C(=C/c1ccc(Br)cc1)C(=O)N1CCCC1)c1ccccc1F	3%	1.1%	-6%	-4%	-5%	5%	2%	1%
CCNC(=S)N/N=C(\C)c1ccc2ccccc2c1OC(F)F	-22%	1.1%	?	-3%	-4%	-8%	-6%	2%
CN(C)Cc1ccccc1-c1ccc2ncnc(NC3CC3)c2c1	-7%	0.1%	.	-27%	3%	-3%	.	-6%
CCc1ccc(NC(=O)c2ccc3nc(N)sc3c2)cc1	?	-0.9%	1%[46.1 µM]	0%	8%	25µM*	-4%	0%
COc1cc(S(=O)(=O)N2CCCCCC2)ccc1-n1cnnn1	-3%	-0.8%	-14%[46.1 µM]	-1%	1%	0%	-1%	-6%
N#CC1=C2SCC(O)(c3ccccc3)N2C(=O)CC1c1cccs1 (stereo not given)	-11%	1.4%	-9%[46.1 µM]	3%	13%	1%	-13%	-7%
Cc1cccc(OCC(=O)NN2C(=O)C3C4C=CC(O4)C3C2=O)c1 (stereo not given)	7%	1.1%	8%	0%	-1%	-1%	-6%	-4%
CCOc1ccc(-n2c(SCC(N)=O)nc3c([nH]c4ccccc43)c2=O)cc1	-14%	1.7%	-6%[46.1 µM]	-3%	-6%	1%	1%	0%
Cc1ccc(CNC(=O)CNS(=O)(=O)c2ccc3nc(C)sc3c2)cc1	0%	0.4%	2%	4%	1%	1%	-1%	3%
CN(C(=O)CN1CCC(NC(=O)C2CCCCC2)CC1)C1CCCCC1	-9%	-1.0%	10%[46.1 µM]	-5%	7%	-1%	0%	0%
CCOC(=O)Cc1nc2cc(Cl)ccc2o1	-8%	0.0%	-19%	0%	2%	9%	17%	6%
N#Cc1c(-c2cccnc2)c2c([nH]c1=O)-c1ccccc1OC2	-10%	1.1%	27%	-3%	-3%	2%	1%	?
CC(C)(C)c1ccc(-c2nnc(N)o2)cc1	-13%	1.1%	-3%	-5%	1%	-6%	3%	-2%
CN(C)c1oc(-c2ccc(COc3ccccc3)o2)nc1C#N	?	-0.8%	.	-59%	-3%	8%	.	.
COc1ccc2[nH]c(C(=O)O)c(CCC(=O)O)c2c1	5%	0.0%	-1%[46.1 µM]	-2%	6%	0%	8%	7%
COC(=O)c1ccc(Cc2ccccc2)o1	-6%	-1.1%	-14%[46.1 µM]	-2%	-10%	2%	0%	2%
CC1=C(C(=O)OC2CCCC2)C(c2c(F)cccc2Cl)CC(=O)N1 (stereo not given)	-11%	-2.5%	.	0%	-4%	-10%	.	.
Cc1ccc(-n2nc(C)c3nc(CCC(=O)Nc4cccc(F)c4)c(=O)n(C)c32)cc1	20%	-2.0%	.	0%	-10%	9%	.	.
